Source: PubChem (several laboratories)
NF-kB neuron act: NF-kB expression increase, human neuronal cells; NF-kB reporter expression; stronger effect = higher value; fold change at 12.5 µM; hit rate 1.6% among 190,000; in the data active means fold change above about 3.3
APP 5'UTR act: APP 5'UTR luciferase reporter activation. SH-SY5Y APP 5'UTR luciferase reporter, luminescence; zero percent = DMSO vehicle wells. activation, % at 2 µM. hit rate 1% among 190,000;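 active means activation above a set limit, based on mean plus 3 SD of controls, cut at about 140% in these data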; further: values of inactives mirror those of a sister screen read the other way
FLuc inhib CS: inhibits firefly luciferase, flagging false hits in luciferase inhibition screens; ATPLite firefly luciferase biochemical luminescence, 10 min; inhibition, % at 10 µM; hit rate 1.5% among 200,000;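 active means inhibition above about 50% when tested at 10 µM, limit read from the data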
Target sequence (P08659 whole entry, looked up): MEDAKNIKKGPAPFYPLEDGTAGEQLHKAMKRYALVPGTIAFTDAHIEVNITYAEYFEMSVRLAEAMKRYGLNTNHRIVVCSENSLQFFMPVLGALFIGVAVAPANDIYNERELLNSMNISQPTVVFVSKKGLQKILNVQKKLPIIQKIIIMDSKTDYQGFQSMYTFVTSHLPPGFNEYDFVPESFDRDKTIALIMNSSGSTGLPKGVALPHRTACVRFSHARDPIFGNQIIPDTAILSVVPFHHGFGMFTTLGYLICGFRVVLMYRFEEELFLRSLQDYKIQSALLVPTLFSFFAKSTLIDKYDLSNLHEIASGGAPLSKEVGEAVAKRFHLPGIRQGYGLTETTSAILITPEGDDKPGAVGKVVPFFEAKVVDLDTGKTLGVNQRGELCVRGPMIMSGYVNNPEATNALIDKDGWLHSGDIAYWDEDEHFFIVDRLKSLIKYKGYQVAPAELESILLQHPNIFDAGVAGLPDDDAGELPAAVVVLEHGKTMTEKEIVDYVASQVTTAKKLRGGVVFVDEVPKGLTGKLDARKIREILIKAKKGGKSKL
STAT3 act: increases IL-6 driven STAT3 reporter signal. activation (% of control), % at 5.6 µM. U3A cells, IL-6 STAT3-luciferase reporter, luminescence; 100% = signal with IL-6 EC80 alone. hit rate 0.91% among 190,000. AID 871;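 active means activation above the screen-wide mean of compound activation plus 3 SD, cut at about 130% in these data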;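 further: 0% = background luminescence of wells with medium and substrate only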
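Material: human U3A cells carrying STAT3-luciferase construct. Measured by: reporter luminescence signal. Timing: compound 1 h, then IL-6 6 h at 37 °C.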
STAT3 inh: inhibitors of IL-6 induced STAT3 signaling; U3A cells, IL-6 STAT3-luciferase reporter, luminescence; host cell line lacks STAT1; inhibition, % at 5.5 µM; hit rate 0.89% among 190,000;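 active means inhibition above the mean inhibition across all screened compounds plus 3 SD, cut at about 44% in these data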;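 further: 0% = DMSO only wells and 100% = 100 µM nifuroxazide control wells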
RAM inhibit: yeast RAM network inhibition | S. cerevisiae dse1pr::URA3 reporter, 5-FOA growth OD615, 2 d; analog-sensitive cbk1-as2 kinase mutant strain | inhibition, % at 50 µM | hit rate 1.8% among 190,000;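 active means inhibition above a set limit, 3 SD over mean compound inhibition, cut at about 8.4% in these data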;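 further: 0% = DMSO-only wells with no growth and 100% = 10 µM 1-NA-PP1 full growth; inhibition rescues growth on 5-FOA so higher OD means more RAM inhibition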
STAT1 blocker: inhibitors of IFN-gamma induced STAT1 signaling | NIH 3T3 STAT1-luciferase reporter, luminescence | inhibition, % at 5.5 µM | hit rate 0.35% among 200,000;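 active means inhibition above a set limit, the mean inhibition across all tested compounds plus 3 SD, cut at about 34% in these data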;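 further: 0% = IFN-gamma with DMSO and 100% = IFN-gamma with 300 µM nifuroxazide; values of inactives mirror those of a sister screen read the other way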
STAT1 activator: STAT1 signaling activation | NIH 3T3 STAT1-luciferase reporter, IFN-gamma, luminescence; 100% = IFN-gamma alone, no compound | activation (% of control), % at 5.5 µM | hit rate 2.6% among 200,000;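 active means activation above the screen-wide mean activation plus 3 SD, cut at about 130% in these data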;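 further: raw ratio to IFN-gamma control signal so 100% means no change and 0% no light; values of inactives mirror those of a sister screen read the other way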
APP 5UTR inh: APP translation inhibition | hit rate 0.82% among 190,000 | SH-SY5Y APP 5'UTR-luciferase reporter, luminescence | inhibition, % at 2 µM;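 active means inhibition above a set limit, derived from the sample mean plus 3 SD, cut at about 45% in these data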; further: values of inactives mirror those of a sister screen read the other way
Hsp70 activator: Hsp70 transcriptional activation, primary screen | HeLa Hsp70 promoter luciferase reporter, luminescence; scaled: vehicle 0, proteasome-inhibitor control 100% | activation, % at 10 µM | hit rate 0.04% among 200,000 | AID 1203;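 active means activation above the mean across all tested compounds plus 3 SD, cutoff set per campaign, cut at about 5.5% in these data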;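 further: 100% = MG132 at 30 µM as the positive control and 0% = DMSO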
* marks the source's active call; other numbers are inactive results; nt = no result given.

Below each SMILES – FLuc inhib CS	NF-kB neuron act	STAT3 act	RAM inhibit	Hsp70 activator	APP 5UTR inh	APP 5'UTR act	STAT1 blocker	STAT1 activator	STAT3 inh
> CC(C)CC(=O)NC(=S)NNC(=O)c1ccc(NC(=O)C2CCCCC2)cc1
    -3	1	93	3.6	-0.5	19	-19	6	95	8
> CC(NC(=O)c1ccc(CS(=O)(=O)Cc2ccccc2F)o1)c1ccc2c(c1)OCCO2 (stereo unspecified)
    -3	0.93	103	1.5	-0.2	6	-6	8	92	2
> N#CC1=C(N)OC2=C(CN(Cc3ccccc3)C/C2=C\c2cccnc2)C1c1cccnc1 (stereo unspecified)
    -5	0.84	108	-0.3	-0.1	-8	7	3	98	-4
> CCn1c(N)c(C(=O)NCCOC)sc1=S
    -3	1	100	0.7	-0.1	nt	nt	4	97	7
> COc1ccc(C(=O)NC(=S)NNC(=O)c2ccc(NC(=O)C(C)C)cc2)cc1
    -4	0.89	105	6.0	0.1	6	-5	0	100	-7
> O=C(CCc1ccccc1)NN1C(=O)C2C3C=CC(C3)C2C1=O (stereo unspecified)
    -2	1.2	100	1.3	0.0	0	0	5	92	5
> Cc1cc(C)n(C(=O)c2ccc(S(=O)(=O)N3CCCC3)cc2)n1
    -4	1.4	100	-0.5	-0.2	-4	4	3	97	1
> CC1CN(C(NC(=O)c2ccccc2)C(Cl)(Cl)Cl)CC(C)O1 (stereo unspecified)
    -6	1.1	97	0.1	-0.4	7	-7	7	93	7
> CCOC(=O)c1c(C)n(C)c2ccc(O)c(S(=O)(=O)c3ccccc3)c12
    0	1.2	105	2.8	-0.4	12	-12	-7	105	0
> CCOC(=O)N=Nc1c(O)n(CC(=O)OC)c2ccccc12
    -2	1.3	100	2.1	0.1	-4	4	3	96	11

Carrying on:
Below each SMILES – FLuc inhib CS	NF-kB neuron act	STAT3 act	RAM inhibit	Hsp70 activator	APP 5UTR inh	APP 5'UTR act	STAT1 blocker	STAT1 activator	STAT3 inh
> O=C(Nc1cccc(NC(=O)c2cccnc2Cl)c1)c1ccco1
    1	1.2	112	-0.1	-0.4	-7	7	-1	95	-11
> Cc1nn(C(=O)CN2C(=O)c3ccccc3C2=O)c(C)c1Br
    -4	1	102	3.5	-0.1	-13	13	-6	106	7
> COc1ccc(NC(=O)N2CCN(CCC#N)CC2)cc1
    -4	1.2	104	0.0	0.0	3	-3	6	95	-1
> Cc1cc(OCCn2ccnc2)cc(C(C)C)c1
    -3	0.75	100	0.9	0.0	-8	7	-4	104	-3
> O=C(Cn1c(C(F)(F)F)nc2ccccc21)Oc1cccc(C(F)(F)F)c1
    -3	1.5	111	1.2	-0.2	-1	1	-4	104	-8
> CCOC(=O)C1CCN(C(=O)C23CC4CC(CC(C4)C2)C3)CC1
    -3	1.1	98	-0.8	-0.1	5	-5	0	100	6
> Cc1cccc(Cn2ncc(Cl)c(Cl)c2=O)c1
    -10	1	83	2.5	-0.1	nt	nt	16	85	26
> COc1cccc2cc(C(=O)NC3CC(C)(C)NC(C)(C)C3)c(=O)oc12
    nt	nt	106	nt	-0.1	-10	10	-4	104	-3
> CCOc1cc(C(=O)N2CCN=C2SC)cc(OCC)c1OCC
    -7	1.6	101	-0.3	-0.1	-13	13	-3	102	2
> Cc1ccc(NC(=O)C2CCN(S(=O)(=O)c3cccs3)CC2)cc1
    -5	0.79	101	0.9	-0.2	-27	27	1	98	1

More results follow.
Below each SMILES – FLuc inhib CS	NF-kB neuron act	STAT3 act	RAM inhibit	Hsp70 activator	APP 5UTR inh	APP 5'UTR act	STAT1 blocker	STAT1 activator	STAT3 inh
> CNC(=O)Cn1nc(C)c2ccccc2c1=O
    -7	1	100	3.5	-0.2	-3	3	2	98	8
> CCN(CC)C(=O)CCCc1c[nH]c2ccccc12
    1	1.4	86	1.6	-0.3	-6	6	-13	112	21
> C=C(Cl)COc1ccc2c(CCC)cc(=O)oc2c1
    -6	1.2	90	3.8	-0.2	8	-8	3	98	13
> CCCNC(=O)c1ccc2snnc2c1
    -4	1.2	102	0.4	0.6	-29	29	-3	101	0
> Cc1ccc(C)c(NC(=O)C(=O)NCCCN2CCOCC2)c1
    0	1.3	101	0.9	-0.2	-21	21	-7	104	6
> CC(C)(C)NC(=O)Cn1c(Cl)nc2ccccc21
    -8	1.1	99	-0.1	-0.1	15	-15	-1	99	3
> Cc1ccc(C)c(N2C(=O)CN=C2Nc2ccccc2Cl)c1
    -4	1.1	110	3.7	0.1	17	-17	1	100	-7
> COc1ccc(N2C(=O)c3ccc(NC(C)=O)cc3C2=O)cc1
    -8	1.2	107	2.7	-0.3	4	-4	-11	110	-3
> CC12C(=O)N(Cc3ccco3)C(=O)C1C1c3ccccc3C2c2ccccc21 (stereo unspecified)
    -3	0.79	102	4.7	-0.1	nt	nt	4	94	-3
> COc1cc(OC)cc(-c2nc(-c3cccs3)no2)c1
    4	2.2	98	9.8*	0.0	-32	32	-33	128	7

For reference, some entries already given:
Below each SMILES – FLuc inhib CS	NF-kB neuron act	STAT3 act	RAM inhibit	Hsp70 activator	APP 5UTR inh	APP 5'UTR act	STAT1 blocker	STAT1 activator	STAT3 inh
> COc1ccc(N2C(=O)c3ccc(NC(C)=O)cc3C2=O)cc1
    -8	1.2	107	2.7	-0.3	4	-4	-11	110	-3
> CC12C(=O)N(Cc3ccco3)C(=O)C1C1c3ccccc3C2c2ccccc21 (stereo unspecified)
    -3	0.79	102	4.7	-0.1	nt	nt	4	94	-3

(next part)
Below each SMILES – FLuc inhib CS	NF-kB neuron act	STAT3 act	RAM inhibit	Hsp70 activator	APP 5UTR inh	APP 5'UTR act	STAT1 blocker	STAT1 activator	STAT3 inh
> Cc1ccc(C)c(NC(=S)/C(=C(\[O-])c2ccc(OC(F)F)cc2)[n+]2ccccc2)c1
    -4	1.2	100	-0.2	-0.1	-20	20	4	95	7
> Cc1sc2ncn(-c3ccccc3)c(=O)c2c1C
    -4	1.3	99	2.3	0.1	-18	18	-14	111	4
> O=C(Cc1cccs1)Nc1nc2ccccc2s1
    10	4.2*	96	2.7	-0.1	-60	60	-29	126	9
> COc1ccc(OC)c(Nc2nc(-c3cccc([N+](=O)[O-])c3)nc3ccccc23)c1
    -2	1	94	6.9	-0.1	1	-1	1	99	8
> CCOC(=O)NC(Nc1cc(C)ccn1)(C(F)(F)F)C(F)(F)F
    -7	1.8	103	-0.2	-0.2	-14	14	-3	103	0
> COc1ccc(NC(=O)C2CCCCN2S(=O)(=O)c2ccc(F)cc2)c(OC)c1 (stereo unspecified)
    -2	0.99	107	1.5	0.0	7	-7	3	97	-7
> COc1cc(Br)cc2cc(C(=O)NCC3CCCO3)c(=O)oc12 (stereo unspecified)
    -4	1.4	104	1.2	0.1	-7	7	7	93	0
> COc1cc(C(=O)Nc2cc(C(F)(F)F)ccc2N2CCOCC2)ccc1O
    -3	1.1	114	0.6	-0.3	-9	9	3	97	-16
> Cc1ccccc1NC(=O)CSc1nc(N)c(C#N)c(-c2cccs2)c1C#N
    -3	1.2	89	0.8	-0.3	-10	10	0	101	17
> CC(=O)c1ccc(OC(=O)C2c3ccccc3Oc3ccccc32)cc1
    -6	0.92	102	0.7	-0.4	4	-4	1	99	5

Later entries:
Below each SMILES – FLuc inhib CS	NF-kB neuron act	STAT3 act	RAM inhibit	Hsp70 activator	APP 5UTR inh	APP 5'UTR act	STAT1 blocker	STAT1 activator	STAT3 inh
> CCOC(=O)C1(C)NC(c2ccco2)C2C(=O)N(C)C(=O)C21 (stereo unspecified)
    -7	1.2	98	0.2	-0.3	-13	13	-3	101	5
> COc1cc2c(O)c3c(c(-c4ccc5c(c4)OCO5)c2cc1OC)C(=O)OC3
    -4	1.3	84	2.4	-0.4	8	-8	21	81	22
> CC(C)(C)N1C(=O)c2ccc(C(=O)Nc3nccs3)cc2C1=O
    49	2	84	3.1	-0.2	11	-11	-59	154*	21
> O=C(NCCCN1CCOCC1)c1ccccc1-c1ccccc1
    -8	1.2	97	0.5	-0.3	-14	14	8	93	5
> CCOC(=O)c1ccc(CC(=O)c2ccc(O)c(O)c2O)o1
    -4	1.5	102	0.5	-0.3	1	-1	6	93	2
> C/C=C/c1ccc(OCCOc2cc(C=O)ccc2OC)c(OC)c1
    25	1.8	107	1.2	0.0	-28	28	-34	131*	-2
> Cc1cc(C)c(S(=O)(=O)Nc2cccc(/C=C/C(=O)O)c2)c(C)c1
    -6	1.1	96	0.6	-0.2	17	-17	4	96	4
> COc1ccc(Cc2noc(CN3CCN(c4ccc(Cl)cn4)CC3)n2)cc1OC
    2	0.81	74	-0.4	-0.2	-9	9	21	80	34
> COc1cccc(C(=O)COC(=O)C(C)N2C(=O)c3ccccc3C2=O)c1 (stereo unspecified)
    -4	1.2	99	2.5	0.3	-12	12	5	96	5
> CCN(C(=O)CSc1nnc(-c2ccncc2)n1-c1ccccc1)C1CCS(=O)(=O)C1 (stereo unspecified)
    -5	1.2	105	0.6	0.0	-14	14	11	88	-5

Next entries follow.
Below each SMILES – FLuc inhib CS	NF-kB neuron act	STAT3 act	RAM inhibit	Hsp70 activator	APP 5UTR inh	APP 5'UTR act	STAT1 blocker	STAT1 activator	STAT3 inh
> CCn1c(SCC(=O)Nc2cc(C)on2)nnc1-c1ccncc1
    -6	0.92	99	0.5	-0.2	14	-14	0	100	10
> Cc1ccc(Cl)cc1NC(=S)N(CCN(C)C)C(C)c1ccccn1 (stereo unspecified)
    -8	1.4	97	0.8	-0.1	2	-2	0	99	14
> O=C(c1ccc2nc(-c3ccco3)c(-c3ccco3)nc2c1)N1CCN(c2ccccc2)CC1
    -6	0.46	102	2.1	-0.1	-8	8	8	93	1
> CN(C)/N=C/c1ccc(OS(=O)(=O)c2ccccc2)cc1
    3	4.8*	104	1.6	0.1	-89	89	-45	140*	0
> O=C(NC1CCCCC1)C(=S)NC1CCCCC1
    1	1.1	116	2.5	-0.2	-108	108	-17	114	-10
> CN(CC(=O)NC1CCCCC1)S(=O)(=O)c1ccc(Cl)cc1
    2	1.1	96	3.5	-0.4	-14	14	-6	106	8
> COC(=O)C1=C(Nc2ccc(C)cc2)C=C(C)C(C(=O)OC)C1c1ccc(OC)cc1 (stereo unspecified)
    -2	1.4	100	3.9	-0.2	13	-13	7	99	4
> S=C(NCc1ccc2[nH]c3c(c2c1)CCCC3)Nc1ccccc1Cl
    0	0.82	101	3.9	-0.3	20	-20	7	94	-2
